# NR1D1 modulator – modulates human Rev-erb alpha binding to DNA; activity, % at 10 µM; 370,000 compounds, 0.79% hits; Rev-erbα–FITC-DNA binding, fluorescence polarization, 90 min;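 active means activity above about 14%, limit read from the data; passing the limit was not always enough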;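 further: 0% = DMSO wells with 35 nM protein and 100% = DMSO wells with 750 nM protein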
# Target sequence (P20393 whole entry, looked up): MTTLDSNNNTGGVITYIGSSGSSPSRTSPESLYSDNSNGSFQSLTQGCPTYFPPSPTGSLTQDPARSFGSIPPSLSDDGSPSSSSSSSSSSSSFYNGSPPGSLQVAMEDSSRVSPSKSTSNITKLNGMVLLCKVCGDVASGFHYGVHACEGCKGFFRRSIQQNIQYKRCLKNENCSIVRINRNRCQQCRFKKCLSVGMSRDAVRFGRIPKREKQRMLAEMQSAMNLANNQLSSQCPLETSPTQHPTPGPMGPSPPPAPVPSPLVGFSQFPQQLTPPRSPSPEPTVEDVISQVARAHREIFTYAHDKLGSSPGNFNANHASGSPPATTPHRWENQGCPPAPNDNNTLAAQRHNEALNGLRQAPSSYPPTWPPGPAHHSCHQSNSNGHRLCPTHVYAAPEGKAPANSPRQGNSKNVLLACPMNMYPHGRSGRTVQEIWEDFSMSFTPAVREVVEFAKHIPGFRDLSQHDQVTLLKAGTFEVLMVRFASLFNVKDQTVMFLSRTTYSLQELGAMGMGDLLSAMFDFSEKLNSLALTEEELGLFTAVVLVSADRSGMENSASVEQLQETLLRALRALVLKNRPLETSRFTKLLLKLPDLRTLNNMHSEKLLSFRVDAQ
# HTRA1 inhibitor – inhibitors of human serine peptidase HTRA1; recombinant HTRA1, FP-rhodamine activity-based probe, fluorescence polarization; Q92743; 340,000 compounds, 0.5% hits; inhibition, % at 5.96 µM; in the data active means inhibition above about 36%;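 further: 0% = enzyme with DMSO and 100% = wells lacking enzyme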
# SIAE primary – human SIAE inhibition, primary screen. 370,000 compounds, 0.69% hits. AID 1053197. SIAE FP-Rh probe binding, fluorescence polarization. inhibition, % at 9.66 µM. Q9HAT2;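 active means inhibition above a cutoff: mean of compounds within the control limits plus 3 SD of those, cut at about 17% in these data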;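 further: 0% = plate median of compound wells and 100% = probe without SIAE protein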
# PG9 binder – PG9 antibody binding by small molecule; AID 624416; inhibition, % at 6.7 µM; 360,000 compounds, 0.43% hits; TR-FRET gp120-PG9 antibody binding; in the data active means inhibition above about 8.5%
# TDP2 absorb – TDP2 (human) inhibition, absorbance primary screen. 370,000 compounds, 0.34% hits. inhibition, % at 12.8 µM. recombinant TDP2, T5PNP hydrolysis, p-nitrophenol absorbance 415 nm. AID 720702;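 active means inhibition above the mean of all tested compounds plus 3 SD, set per campaign, cut at about 25% in these data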;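 further: 0% = DMSO with enzyme and 100% = buffer with substrate but no TDP2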
#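 System – recombinant human TDP2 · Amount – 120 nM TDP2 per well · Buffer or medium – Mg2+-containing Tris-HCl buffer, pH 7.5 · Reagent – T5PNP substrate, 5 mM · Dosing – 12.8 µM single point, 1% DMSO · Incubation – 2 h at 37 °C · Measured by – epi absorbance · Read-out basis – percent inhibition · Benchmarks – high control without enzyme, low control DMSO plus TDP2 · Repeats – singlicate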
# ABHD4 inh – inhibitors of mouse ABHD4. Q8VD66. purified mABHD4, FP-Rh probe fluorescence polarization. inhibition, % at 8.92 µM. 370,000 compounds, 0.54% hits. AID 720543;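 active means inhibition exceeding the mean over every tested compound plus 3 SD, cut at about 30% in these data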;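 further: 0% = plate median of compound wells and 100% = S159A mutant with DMSO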
#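 Assay system: wild-type mouse ABHD4 protein; compound: single nominal dose of 8.92 µM, 0.89% DMSO final; schedule: 45 min + 60 min at 25 °C; measured by: FP readout, ex 525 nm / em 598 nm; evaluation: % inhibition of FP-Rh probe binding versus controls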
# TCR CD3 inh – blocks the human TCR-CD3 interaction. inhibition, % at 9.4 µM. TAMRA-labeled TCR probe fluorescence, biochemical. 360,000 compounds, 0.37% hits. AID 651800; in the data active means inhibition above about 19%;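 further: recombinant mutant TCR 2C K166C tagged with TAMRA read by polarization; 0% = receptor in buffer alone and 100% = receptor with positive control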
# PRMT1 FP inh – blocks human protein arginine methyltransferase 1 | AID 652257 | 370,000 compounds, 1.3% hits | recombinant PRMT1, activity-based probe fluorescence polarization | Q99873 | inhibition, % at 2.79 µM;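 active means inhibition above about 21% made by adding two undisclosed values, limit read from the data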
# Target sequence (Q99873 whole entry, looked up): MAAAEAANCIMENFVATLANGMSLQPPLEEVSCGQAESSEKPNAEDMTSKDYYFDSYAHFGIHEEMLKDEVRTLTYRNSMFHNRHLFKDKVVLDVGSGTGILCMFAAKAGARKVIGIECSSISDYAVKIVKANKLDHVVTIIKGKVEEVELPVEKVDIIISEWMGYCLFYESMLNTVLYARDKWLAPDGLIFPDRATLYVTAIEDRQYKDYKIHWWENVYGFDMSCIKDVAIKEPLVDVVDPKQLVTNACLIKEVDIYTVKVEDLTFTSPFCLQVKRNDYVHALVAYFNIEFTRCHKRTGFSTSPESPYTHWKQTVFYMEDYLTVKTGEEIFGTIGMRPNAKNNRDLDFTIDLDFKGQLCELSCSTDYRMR
# LEDGF integ inh – blocks HIV-1 LEDGF/p75-dependent DNA integration | TR-FRET IN-LEDGF/p75 DNA integration, Eu/Cy5 | inhibition, % at 3.7 µM | 370,000 compounds, 0.64% hits | AID 743269;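 active means inhibition above the screen-wide mean plus 3 SD, cut at about 13% in these data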;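 further: signal is the Cy5 over europium emission ratio at 671 and 618 nm; 0% = plate median of compound wells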
# rCAG binder – molecules binding r(CAG) RNA repeats | r(CAG) RNA repeat, TO-PRO-1 dye displacement fluorescence | AID 651821 | 370,000 compounds, 1.3% hits | inhibition, % at 3 µM;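 active means inhibition above the plate cutoff, the mean of all test compounds on that plate plus 3 SD, cut at about 35% in these data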;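 further: 0% = DMSO alone and 100% = 100 µM mitoxantrone as full dye displacement; higher means more dye released from RNA so lower well fluorescence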
# The depositor's hits bear a star; nt = not tested or not shown. The list is partial (hit frequency here may not be typical).
SMILES,NR1D1 modulator,HTRA1 inhibitor,SIAE primary,PG9 binder,TDP2 absorb,ABHD4 inh,TCR CD3 inh,PRMT1 FP inh,LEDGF integ inh,rCAG binder
Cc1ccccc1NC(=O)C12CC3CCC1(C)C3(C)CO2 (configuration not stated),2,1,5,-0.5,3,2,5,2,1,-3
CC1=C(C(=O)Nc2ccc(C)cc2)C(c2ccc(C)o2)C2=C(CC(C)(C)CC2=O)N1 (configuration not stated),0,-3,2,-1.5,6,5,0,2,1,-4
Cc1ccc(C)c(NC2=CC(=O)CC(C)(C)C2)c1C#N,-4,-1,3,0.1,-7,-4,0,1,-1,-4
Cc1cc(S(=O)(=O)N2CCCC(C)C2)ccc1-n1cnnn1 (configuration not stated),-3,7,-9,-2.5,-8,1,-3,-2,-6,-1
Cc1cc(C)n(-c2cccc(Cl)c2C#N)n1,-1,-1,5,-0.3,-9,-1,-3,-7,3,-1
Fc1ccc(C2c3cccn3CCN2C(=S)Nc2cccc(Br)c2)cc1 (configuration not stated),5,-26,-2,-1.8,-12,-20,-12,-3,5,10
Cc1cc(=O)c2n(Cc3ccccc3Cl)nc[n+]2[nH]1,6,-2,0,0.0,2,4,6,-2,-2,-2
CC(C)NC(=O)N(C)C[C@H]1OCCCC[C@@H](C)Oc2ccc(N(C)C)cc2C(=O)N([C@H](C)CO)C[C@@H]1C,1,nt,-3,-0.5,1,1,6,5,-2,-2
O=C(N/N=C\C=C\c1ccc(Br)cc1)c1ccc2c(c1)OCO2,-9,-5,-1,-0.7,-2,-3,-1,6,-3,0
Cc1nn(-c2ccccc2)c(C)c1/C=N\NS(=O)(=O)c1ccc(Cl)cc1,-1,-7,0,-0.1,5,3,9,0,-2,10
COc1ccc(-c2onc3ccc(C(=O)/C=C/N(C)C)cc23)cc1,1,-37,-34,-4.8,-18,0,4,4,2,23
C#CCNC(=O)C[C@H]1C[C@@]2(C(=O)OCC)CCCC3=C2N(CCC3)C1=O,2,nt,4,nt,4,1,nt,-1,-6,2
NC(=O)CSc1c[nH]c2ccccc12,-1,5,9,-0.1,7,-1,-3,1,-1,0
CC(C)(C)CNC(=O)c1cccc2c1C(=O)c1ccc(-c3cc4ccccc4o3)cc1S2(=O)=O,0,2,1,0.3,-10,0,-3,-2,2,6
O=C(CC1C(=O)NCCN1Cc1ccccc1C(F)(F)F)NCCN1CCOCC1 (configuration not stated),-2,1,-8,-2.4,-5,-5,7,2,0,0
Cc1cc(NC(=O)C2CC(=O)N(c3cccc(Cl)c3)C2)no1 (configuration not stated),1,-7,10,-1.8,3,4,1,0,0,2
O=C(CCNS(=O)(=O)c1ccccc1)NCCCSc1ccccc1,-3,0,4,-1.1,-11,-11,0,5,-6,-6
Cn1c(=O)c(=O)n(C)c2cc(S(=O)(=O)NCc3ccc(Cl)cc3)ccc21,1,12,-5,-0.3,1,4,-7,1,5,2
CCCCNC(=O)N1CCN(c2ccccc2OCC)CC1,6,-1,-1,-0.2,3,7,0,2,-1,-4
CC(=O)NC12CC3CC(C1)CC(C(=O)Nc1cccc(S(=O)(=O)N4CCCCCC4)c1)(C3)C2,-9,-10,1,0.3,6,5,-3,-5,0,1
Cc1ccc(C(O)c2ncc(-c3ccccc3F)[nH]2)cc1F (configuration not stated),3,nt,-1,0.0,0,-5,4,-3,0,4
Oc1ccccc1N=Nc1nc(-c2ccccc2)c(-c2ccccc2)[nH]1,25*,14,17*,-20,-18,10,0,2,-19,29
CN1CCC(=O)N([C@H](COc2ccccc2)Cc2ccccc2)CC1,-2,-2,-2,-1.8,-6,-3,2,-4,-1,-8
O=[N+]([O-])c1ccc(Oc2ccc(S(=O)(=O)N3CCOCC3)cn2)cc1,-1,0,6,0.1,-11,2,-2,1,-5,-4
CC(C)CC(=O)Nc1ccc2oc(-c3cccnc3)nc2c1,-1,2,2,0.6,10,0,-7,-2,-2,-2

# (further entries)
SMILES,NR1D1 modulator,HTRA1 inhibitor,SIAE primary,PG9 binder,TDP2 absorb,ABHD4 inh,TCR CD3 inh,PRMT1 FP inh,LEDGF integ inh,rCAG binder
Cc1cccc(N2CN(Cc3cccnc3)CNC2=S)c1C,-1,3,-1,0.4,3,-3,-5,0,-1,1
CCOc1cccc(-c2cc(NCCc3ccccn3)n3nccc3n2)c1,-2,nt,1,-0.3,-4,0,2,0,3,4
CCCN(CC(=O)Nc1ccccc1OC)C(=O)CNC(=O)c1ccc(C)s1,5,0,-3,-0.2,3,3,5,-1,-4,-3
COCCCN1C(=O)C(CC(=O)NCc2cccc3ccccc23)CC(C(=O)N2CCCCCC2)=C1C (configuration not stated),-3,nt,-3,-0.5,-3,3,2,-3,2,0
CC(C)CNC(=O)c1ccccc1NC(=O)c1ccc(CN2CCOCC2)cc1,0,-5,5,-1.6,3,0,3,-6,2,-10
O=C(N/N=C/c1ccoc1)c1ccccc1,-5,-3,3,-1.0,-1,-5,1,-4,2,2
C/C(CC(O)(/C=N/O)c1ccccc1)=N\O (configuration not stated),-4,4,-4,-0.7,-7,-2,3,-2,0,0
C#CCn1cc(CNC[C@H]2O[C@@H](n3cnc4c(=O)[nH]c(N)nc43)[C@H](O)[C@@H]2O)c2ccccc21,-6,nt,5,-1.3,3,0,-10,2,0,6
O=c1c2ccccc2cnn1Cc1n[nH]c(=S)n1-c1ccc(F)c(Cl)c1,2,0,8,2.3,8,6,0,4,-3,-1
O=c1cc(CNC2CCCCC2)c2ccccc2[nH]1,-4,8,1,-1.4,-10,1,-5,1,2,2
O=S(=O)(c1ccc(Cl)cc1)N1CCC(O)(CN2CCN(Cc3ccccc3)CC2)CC1,-2,-2,7,-1.2,4,-1,6,0,-2,-9
O=C(c1cccs1)N1CCN(Cc2nc3ccccc3c(=O)[nH]2)CC1,4,-1,-4,-1.4,-4,2,0,0,4,-2
COc1ccc(N2CCN(CC(=O)NC(=O)NCc3ccccc3)CC2)cc1,3,2,3,-0.1,1,1,4,-2,-1,2
COc1ccc(-c2cc(C(=O)N3CCN(c4ccccc4O)CC3)c3ccccc3n2)cc1,-7,-32,0,-2.2,-6,0,0,-5,-4,11
COC12NC(=O)N(C)C1(OC)C(=O)N(C)C(=O)N2C (configuration not stated),-3,5,-1,-1.5,-16,9,-2,-2,2,3
Cc1sc2nc(SCC(=O)NCCO)n(C)c(=O)c2c1C,-3,6,-1,-0.8,-3,0,10,-1,1,1
C[C@@H]1CN([C@@H](C)CO)C(=O)CCCn2cc(nn2)CO[C@H]1CN(C)C(=O)c1cc(-c2ccccc2)on1,-3,5,2,0.8,1,1,5,2,2,0
NC(=O)C1(N2CCCCC2)CCN(C(=O)CSc2nc3ccccc3[nH]2)CC1,4,-2,3,1.0,4,3,-2,-1,2,0
COc1ccccc1NC(=O)N(C)C[C@H]1OCc2cnnn2CCCC(=O)N([C@H](C)CO)C[C@@H]1C,-1,4,4,-0.9,10,-2,5,-2,-9,0
O=C(NC(=S)NCCC1=CCCCC1)c1ccco1,3,-8,8,-2.1,7,-9,6,0,-1,-6
CCN(CC)c1c(C)nc2ccc(C(=O)Nc3cc(-c4ccccc4)ccc3OC)cn12,-4,nt,-1,0.9,-1,53*,-6,1,1,6
CCc1ccc(C(O)c2ncc(-c3ccccc3OC)[nH]2)cc1 (configuration not stated),-9,nt,1,0.0,-6,-2,6,-5,5,1
COc1ccc(NC(=O)C2Cc3c(-c4ccc5c(c4)OCO5)ccnc3O2)cc1OC (configuration not stated),-2,nt,-3,0.9,-7,4,-1,1,0,2
COc1ccc(S(=O)(=O)N2CCN(c3ccccc3OC)CC2)cc1OC,2,2,3,-0.9,-1,-6,-9,-1,1,-4
COc1ccc(C(=O)N/N=C\c2coc3ccc(C)cc3c2=O)cc1,-11,2,11,0.0,11,-4,7,-1,3,-2

# (further entries)
SMILES,NR1D1 modulator,HTRA1 inhibitor,SIAE primary,PG9 binder,TDP2 absorb,ABHD4 inh,TCR CD3 inh,PRMT1 FP inh,LEDGF integ inh,rCAG binder
CC(NC(=O)c1cc(COc2c(F)cccc2F)on1)c1cnn(-c2ccccc2)c1 (configuration not stated),4,-23,-2,-0.8,3,-9,4,-1,2,-3
CCN(Cc1ccccc1)C(=O)Nc1c(Cl)cccc1Cl,13,nt,-1,-0.1,8,0,-4,2,-2,1
CN(C)c1nc(Cl)nc(NCCOc2ccccc2)n1,-4,-1,3,0.0,12,1,-4,-5,-2,-3
CN(CC(=O)Nc1ccc(OC(F)(F)F)cc1)C(=O)Cn1c(=O)cnc2ccccc21,-2,-6,-4,-4.3,-12,-21,-9,0,10,2
C/C(O)=C\c1nc(=O)c2c(C)cc(C)nc2n1-c1ccccc1,1,-7,-1,-0.6,0,-3,-8,3,-2,-4
O=S1(=O)c2c(F)cccc2O[C@@H](COCc2ccccc2)CN1CCc1ccc(F)cc1,9,-22,-3,1.9,-18,-13,-6,-5,0,4
CC1CCCCN1Cc1c(O)ccc2c(=O)c(-c3ccc(Br)cc3)coc12 (configuration not stated),4,-9,-6,-1.6,-5,7,0,-2,-3,-1
COC(=O)c1ccc(NC(=O)C2CCCN(S(C)(=O)=O)C2)cc1 (configuration not stated),6,6,-4,-0.7,7,2,6,-5,-1,-5
Cc1c(NC(=S)NC(=O)C2CCCCC2)c(=O)n(-c2ccccc2)n1C,0,-2,7,0.0,7,2,-1,3,1,-6
Oc1ccc(Cl)cc1CNc1nccs1,-1,-4,6,-0.3,2,-1,7,-1,6,2
CC(C)/C=N/Nc1nc2c(c(=O)n(C)c(=O)n2C)n1C,-1,7,2,-5.7,5,0,-3,5,0,-2
CCCNC(=O)C1(C)CCN(Cc2cc(C(F)(F)F)ccc2Cl)C1 (configuration not stated),2,nt,-4,-1.1,-6,6,-1,-4,2,-3
CC1(C)SC2C(NC(=O)C3(N)CCCCC3)C(=O)N2C1C(=O)O (configuration not stated),-4,-6,1,0.9,3,4,7,2,-1,5
C/C(=N\NC(=O)c1nn(C)cc1Br)c1ccncc1,-7,-2,16,-0.1,-6,6,0,-2,2,-1
COc1ccc(NC(=S)N/C(=N/S(=O)(=O)c2ccc(C)cc2)c2ccccc2)cc1,10,-6,-2,-4.1,-3,-7,-3,0,4,1
CCN(CC)c1ccc(S(=O)(=O)Nc2cc(Cl)ccc2Cl)cc1NC(=S)NC(=O)C1CCCC1,3,-48,-26,-0.4,0,-26,4,5,1,65*

# Screening data as filed in PubChem BioAssay.
